High-throughput results from PubChem BioAssay.
ERAP1 inh: ERAP1 (human) enzyme inhibition; Q9NZ08; recombinant ERAP1, Leu-AMC fluorescence, 60 min; inhibition, % at 10.7 µM; AID 652197; hit rate 0.15% among 340,000;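 active = mean replicate inhibition of at least 30%, or all replicates individually reaching that 30% level; inactive = mean below 30% and not every replicate reaching it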;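 also: 0% = neutral control wells and 100% = L-leucinethiol positive control wells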
Target sequence (Q9NZ08 whole entry, looked up): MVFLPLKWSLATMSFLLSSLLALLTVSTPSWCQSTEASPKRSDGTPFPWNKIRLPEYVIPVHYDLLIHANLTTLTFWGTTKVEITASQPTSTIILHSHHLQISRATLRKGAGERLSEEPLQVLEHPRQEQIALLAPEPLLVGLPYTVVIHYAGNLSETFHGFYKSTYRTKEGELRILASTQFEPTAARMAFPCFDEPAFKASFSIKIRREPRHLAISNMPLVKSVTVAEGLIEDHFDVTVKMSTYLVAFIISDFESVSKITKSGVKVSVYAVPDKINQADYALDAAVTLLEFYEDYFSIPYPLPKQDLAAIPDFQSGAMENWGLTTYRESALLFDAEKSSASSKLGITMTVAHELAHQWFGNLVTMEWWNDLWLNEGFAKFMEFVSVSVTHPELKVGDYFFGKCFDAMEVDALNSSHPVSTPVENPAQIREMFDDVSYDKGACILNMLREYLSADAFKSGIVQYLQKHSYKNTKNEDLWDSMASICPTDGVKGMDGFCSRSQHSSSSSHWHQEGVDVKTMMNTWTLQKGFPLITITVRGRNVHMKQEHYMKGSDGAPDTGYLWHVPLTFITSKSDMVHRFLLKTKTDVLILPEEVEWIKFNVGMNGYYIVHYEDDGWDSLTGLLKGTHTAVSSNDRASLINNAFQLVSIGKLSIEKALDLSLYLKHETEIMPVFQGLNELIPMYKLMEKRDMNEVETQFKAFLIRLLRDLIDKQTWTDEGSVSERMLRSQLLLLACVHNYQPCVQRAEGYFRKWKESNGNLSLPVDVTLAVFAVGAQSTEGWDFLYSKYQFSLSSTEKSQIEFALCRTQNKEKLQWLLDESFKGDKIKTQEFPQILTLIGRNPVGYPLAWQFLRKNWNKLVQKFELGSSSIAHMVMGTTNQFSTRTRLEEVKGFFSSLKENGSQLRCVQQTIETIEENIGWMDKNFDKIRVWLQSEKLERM
Casp6 inh: caspase-6 (human) enzyme inhibition; P55212; purified caspase-6, Z-VEID-R110 cleavage fluorescence; inhibition, % at 12.5 µM; hit rate 0.53% among 350,000;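 active = mean inhibition across replicates at least about 35%, with every replicate also reaching that limit, limit read from the data; inconclusive = only one of the two criteria met; inactive = neither criterion met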;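 also: 0% = median of neutral control wells and 100% = no fluorescence left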
miR-122 sensor: miR-122 inhibition in Huh7 cells; hit rate 0.3% among 340,000; Huh7 miR-122 Renilla luciferase sensor, 48 h; neutral wells = 0, positive control = 100; activation (reporter increase), % at 12.5 µM;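 active = mean replicate activation score at least 90 and every replicate individually at or above 90; inconclusive = only one of the two criteria met; inactive = neither criterion met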;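 also: higher luciferase means less miR-122 activity so hits act as miR-122 inhibitors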
F508del corr: CFTR F508del correction in bronchial cells | CFBE cells, YFP halide quenching; stimulated with forskolin plus potentiator P3; % fluorescence drop versus neutral controls | activity (quench increase), % at 7.58 µM | hit rate 0.36% among 350,000 | AID 720511;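 active = mean added fluorescence quench of at least 8% versus neutral control, with both replicates also reaching 8%; inconclusive = only one of the mean or replicate conditions met; inactive = mean below 8% and not both replicates reaching 8%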;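 also: cells transiently co-express mutant CFTR-F508del with the halide-sensitive YFP; corrector assay measuring rescue of mutant channel to the surface after 24 h compound exposure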
DENV2 CPE: inhibitors of DENV2 cytopathic effect. DENV2-infected cells, cytopathic effect rescue, plate reader. CPE inhibition, % at 9.99 µM. hit rate 1.7% among 350,000; in the data active = CPE inhibition above about 20%, passing the limit was not always enough; inconclusive = no clear call, values can overlap the other calls; tested in BHK-21 cells;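 also: 0% = median of neutral control wells and 100% = median of positive control wells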
ERp5 inh: inhibitors of human ERp5 | hit rate 0.05% among 350,000 | inhibition, % at 9.99 µM | ERp5 insulin aggregation, absorbance 650 nm, 90 min;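 active = mean replicate inhibition above about 25%, with every replicate also reaching it, limit read from the data, passing the limit was not always enough; inconclusive = only one of those two criteria met; inactive = neither criterion met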
SIRT5 block: blocks human SIRT5 desuccinylation of peptide. inhibition, % at 15 µM. AID 652115. Q9NXA8. Purified SirT5, succinyl-peptide AMC, trypsin-coupled fluorescence. hit rate 1.1% among 330,000; in the data active = inhibition above about 15%; inconclusive = no clear call, values can overlap the other calls
Active calls of the source: *; ? = inconclusive; . = no result given; [ ] = another dose, or the depositor's remark.

canonical_smiles,ERAP1 inh,Casp6 inh,miR-122 sensor,F508del corr,DENV2 CPE,ERp5 inh,SIRT5 block
Cc1noc(C)c1NC(=O)N(C)C[C@H]1Oc2ccc(NC(=O)CCCN(C)C)cc2C(=O)N([C@H](C)CO)C[C@H]1C,1.3,-0.6,.,-1.9,7.2,-6.7,9.2
COc1cccc(CNC(=O)[C@H]2N[C@H]3c4ccc(/C=C/c5ccccc5)c(=O)n4C[C@H]3[C@@H]2CO)c1,-24.3,1.4,0.6[16.7 µM],2.5,1.3,3.9,-97.5
CCCCn1nnnc1C(c1cc2ccccc2o1)N1CCN(c2c(C)cccc2C)CC1 (stereo not drawn),-0.9,-1.3,.,-0.4,10.7,13.0,1.8
Cc1ccc(S(=O)(=O)N(C)c2ccc(C(=O)NCC(c3ccco3)N(C)C)cc2)cc1 (stereo not drawn),3.8,0.7,-0.8,0.8,-1.4,-1.6,1.2
COc1ccccc1NC(=S)NCc1ccc(S(N)(=O)=O)cc1,-6.4,2.4,13.0,1.8,-7.7,0.4,-0.4
COc1ccc2nc(C)cc(N3CCC(C(N)=O)CC3)c2c1,2.9,-0.9,3.9,0.7,-0.9,-0.7,7.4
CC(=O)C1=C(C)N(Cc2ccccc2)C(=S)NC1c1cccc(Br)c1 (stereo not drawn),1.4,-0.5,.,-3.6,-5.2,0.8,-1.3
Cn1nc(C(=O)Nc2cccc(S(=O)(=O)N3CCCC3)c2)c2ccccc2c1=O,2.3,-2.5,0.2,-5.0,-1.6,-17.2,-1.9
C[C@H]1CN([C@@H](C)CO)C(=O)c2cccc(NC(=O)Nc3ccccc3)c2O[C@H]1CN(C)Cc1ccncc1,-0.7,0.8,-0.3[16.7 µM],-1.8,-5.1,-4.9,0.5
COc1ccc(-c2cn3cccnc3n2)cc1,-74.5,4.6,.,-1.5,-4.8,11.0,-85.6
Cc1ccc(NC(=O)/C(=C/c2ccc([N+](=O)[O-])cc2)NC(=O)c2ccccc2)cc1,-3.4,0.8,.,-1.2,1.4,4.3,.
O=C(Oc1ccc(N(C(=O)c2ccncc2)S(=O)(=O)c2ccc(Cl)cc2)cc1)c1ccncc1,-1.3,1.6,-1.0,0.7,3.5,-2.5,-5.6
COc1ccc(NC2CCCN(C(=O)c3ccc(C(C)=O)cc3)C2)cc1 (stereo not drawn),2.5,3.3,.,-1.8,9.8,2.8,0.1
COc1cc(/C=C/c2ccc3cccc(O)c3n2)ccc1O,-4.8,3.2,.,1.0,1.0,0.9,-4.2
CC1CCN(S(=O)(=O)c2ccc(NC(=O)CN3C(=O)NC(C)(c4ccccc4)C3=O)cc2)CC1 (stereo not drawn),-0.8,-1.1,-6.2,1.9,4.8,3.7,2.6

Brought forward from above: four compounds, followed by the next part.
canonical_smiles,ERAP1 inh,Casp6 inh,miR-122 sensor,F508del corr,DENV2 CPE,ERp5 inh,SIRT5 block
O=C(Oc1ccc(N(C(=O)c2ccncc2)S(=O)(=O)c2ccc(Cl)cc2)cc1)c1ccncc1,-1.3,1.6,-1.0,0.7,3.5,-2.5,-5.6
COc1ccc(NC2CCCN(C(=O)c3ccc(C(C)=O)cc3)C2)cc1 (stereo not drawn),2.5,3.3,.,-1.8,9.8,2.8,0.1
COc1cc(/C=C/c2ccc3cccc(O)c3n2)ccc1O,-4.8,3.2,.,1.0,1.0,0.9,-4.2
CC1CCN(S(=O)(=O)c2ccc(NC(=O)CN3C(=O)NC(C)(c4ccccc4)C3=O)cc2)CC1 (stereo not drawn),-0.8,-1.1,-6.2,1.9,4.8,3.7,2.6
O=C(NCCCNC(=O)c1ccccc1F)c1ccco1,7.4,-1.0,0.4,-0.2,?,2.1,0.7
O=C(CN1CCCCC1)NNC(=O)c1cccc(Br)c1,-3.7,-0.8,-7.9,1.0,11.6,-3.5,-2.6
C[C@@H]1CN([C@@H](C)CO)C(=O)c2cccc(NC(=O)C3CCOCC3)c2O[C@@H]1CN(C)C(=O)Nc1ccc2c(c1)OCO2,-0.1,-0.3,2.1[16.7 µM],0.3,2.7,-1.2,0.7
Cc1ccc2[nH]c(CNC(=O)c3ccccc3F)cc2c1,-0.2,5.4,7.6,0.2,1.2,1.0,-3.3
NC(=O)C1(C(N)=O)OC1c1ccc(Cl)c(Cl)c1 (stereo not drawn),.,1.5,-1.9,-0.2,4.9,-0.2,10.2
CC(C)NC(=O)NC(=O)COC(=O)c1c2c(nc3ccccc13)CCC2,-2.4,7.0,-4.9,1.5,0.9,-0.1,0.1
CN(C)CCCN(CCCNC(=O)/C=N/O)Cc1ccccc1,-1.1,-207.8,.,.,6.4,0.2,-9.0
Cc1cccc(-[n+]2c(C)cc(C)c3c(=O)[nH]c(=O)[nH]c32)c1,-22.6,9.4,0.4,2.3,10.0,-0.7,-43.5
CCOC(=O)C1Nc2ccc(C(=O)O)cc2C2C=CCC12 (stereo not drawn),20.3,22.7,1.1,-3.9,4.2,3.4,13.8
Cc1ccc(-c2nc(Nc3ccc(N4CCOCC4)cc3)c3ccccc3n2)cc1,.,-1.9,0.5,-0.4,-12.2,-2.9,0.0
CCO[C@@H]1OC(C(=O)N2CCN(Cc3ccc4c(c3)OCO4)CC2)=C[C@H](c2csc3ccccc23)[C@H]1CCCO,0.4,-0.6,-20.4,2.9,3.9,-0.6,6.6
COc1ccc(CNC(=O)CCNS(=O)(=O)c2ccc(Br)s2)cc1,3.0,4.1,-0.5,1.9,-2.0,6.4,-1.2
CCOC(=O)[C@]12CCCC=C1N(Cc1ccc(Cl)cc1Cl)C(=O)[C@H](CC(=O)NCCCCc1ccccc1)C2,-2.1,-1.6,.,1.2,-4.1,9.8,-4.7
CN(C)CC#Cc1ccc([C@H]2[C@@H](CO)N3CCCCN(C(=O)C4CCC4)C[C@H]23)cc1,3.6,-2.5,4.5[16.7 µM],2.0,?,0.2,-0.7
C[C@@H]1CN([C@H](C)CO)C(=O)c2cc(NC(=O)CCC(F)(F)F)ccc2O[C@H]1CN(C)S(=O)(=O)c1cn(C)cn1,-3.1,-3.2,4.5[16.7 µM],0.4,6.2,1.1,4.4
CCN(C(=O)CSc1cccc[n+]1[O-])C1CCCCC1,1.4,-2.0,.,-0.4,?,3.8,-3.3
CCOC(=O)C1CCN(c2cc3c(cc2NC(=O)c2ccc(F)cc2)n(C)c(=O)n3C)CC1,0.7,-2.9,.,-2.6,-0.8,4.2,-3.3
C[C@@H]1CN([C@H](C)CO)C(=O)c2cc(C#CC(C)(C)O)cnc2O[C@H]1CN(C)C(=O)c1ccccc1F,0.9,-0.9,-8.4[16.7 µM],2.3,-2.4,4.4,0.3
O=C(c1ccc2[nH]c(=O)c(=O)[nH]c2c1)N1CCc2ccccc2C1,1.2,7.4,-0.1,-4.2,-2.0,0.3,0.9
CCOC(=O)c1nnn(-c2nonc2N)c1-c1ccc(F)cc1,-3.8,1.8,-1.3,-1.2,.,16.4,-0.1
O=C(COC(=O)CNC(=O)c1ccccc1F)Nc1ncc(Cl)cc1Cl,-0.7,6.8,-2.9,0.1,-11.0,0.2,-1.8
COC(=O)C(CC#Cc1ccc2c(c1)[C@]1(C(=O)N2)[C@H](c2ccccc2OCCO)N2[C@H](c3ccccc3)[C@H](c3ccccc3)OC(=O)[C@H]2[C@@H]1C(=O)N1CCCCCCC1)C(=O)OC,12.4,1.7,.,1.9,-6.2,5.3,-3.2
Cc1noc(C)c1NC(=O)N(C)C[C@@H]1Oc2ccc(NC(=O)CCCCCC(=O)Nc3ccccc3N)cc2C(=O)N([C@@H](C)CO)C[C@@H]1C,-3.0,-1.7,-3.7[16.7 µM],-0.3,-5.7,-0.5,.
CCN(CC)c1ccc(S(=O)(=O)N2CCOCC2)cc1NC(=O)COC(=O)/C=C/c1ccc(O)c(OC)c1,2.9,-0.5,.,-1.7,-5.0,-3.1,-17.4
O=C(NCc1cccc(F)c1F)C1CCC(=O)N(C2CCCCCC2)C1 (stereo not drawn),3.0,0.1,3.7,-1.3,-8.1,-1.3,-2.7
Cc1cccc(C)c1NC(=O)COC(=O)c1ccccc1O,-1.3,-0.3,0.3,-1.0,-0.8,-2.5,3.2
NC(=O)CC(NC(=O)c1ccccc1)c1ccc(N2CCN(c3ccccn3)CC2)c([N+](=O)[O-])c1 (stereo not drawn),0.1,1.8,-2.7,-1.1,-6.4,-1.3,.
COCCn1ccc2c(OCC(=O)NCc3ccc(C)cc3)cccc2c1=O,-1.0,2.5,.,-2.3,11.6,2.9,-6.4
COc1cccc(CNC(=O)c2cccc(S(=O)(=O)N3CCN(C)CC3)c2)c1,4.4,9.8,-0.9,0.3,0.6,2.4,3.5
NC(=O)C1CCN(C(=O)COc2cccc3cccnc23)CC1,-2.9,-4.5,-20.5,1.9,0.7,0.0,0.1
COc1ccccc1NC(=O)N1CCCCN2[C@@H](CO)[C@@H](c3ccc(C#CC4CCCC4)cc3)[C@@H]2C1,3.0,1.4,-29.8[16.7 µM],-4.8,2.1,6.5,0.3
COC(=O)c1cc(C(=O)c2cc(Br)ccc2O)coc1=N,6.6,1.5,3.6,0.3,-8.2,-3.1,0.4
COCC(=O)N(C)C[C@H]1Oc2ncc(C#Cc3ccccc3)cc2C(=O)N([C@H](C)CO)C[C@H]1C,2.8,2.1,27.3[16.7 µM],-2.8,?,-10.1,-3.4
CC(C)CC(=O)NC1(C(F)(F)F)NC(=O)N(c2ccccc2)C1=O (stereo not drawn),2.6,-0.8,-7.5,0.7,-11.2,-3.2,-3.6
COC(=O)C1=C(C)NC(=O)/C1=C\c1cc(C)n(-c2ccccc2)c1C,4.0,7.5,-5.9,0.4,-5.0,1.7,2.6
C[C@@H]1CCCCO[C@@H](CN(C)C(=O)NC2CCCCC2)[C@@H](C)CN([C@H](C)CO)C(=O)c2cc(NC(=O)Nc3cccc4ccccc34)ccc2O1,5.3,-0.2,-1.6[16.7 µM],0.1,-9.1,2.9,4.1
O=C(CCc1c[nH]c2ccccc12)OCC(=O)N1CCN(S(=O)(=O)c2ccccc2)CC1,0.7,2.5,.,-4.6,-5.6,3.7,-2.7
O=C(Cn1c(=O)n(Cc2ccccc2)c(=O)c2cc(Cl)ccc21)NCC1CCCO1 (stereo not drawn),0.4,-1.0,8.0,1.0,-3.4,4.8,-1.0
CCCCN1CC(COCc2ccccc2)Oc2cccc(Oc3ccc(OC)cc3)c2S1(=O)=O (stereo not drawn),-3.0,1.3,66.9,-1.4,12.3,-6.2,0.4
c1ccc(CSC2=NCCS2)cc1,-0.6,-1.1,.,-2.6,0.7,7.3,-3.5
Cc1cccc(N2CCN(C(=O)c3cc4ccccc4oc3=O)CC2)c1C,3.8,6.0,.,-0.1,-4.0,-2.9,3.0
CCOC(=O)N1CCC(N(CCN(C)C)C(=S)Nc2ccccc2OCC)CC1,.,-13.0,-0.3,0.3,6.5,-2.9,0.3
COc1ccc(NC(=O)N(C)C[C@@H]2Oc3cc(C#CCN(C)C)ccc3S(=O)(=O)N([C@H](C)CO)C[C@@H]2C)cc1,1.0,-0.4,-6.8[16.7 µM],-0.6,-5.6,-8.4,0.4
COc1ccc2c(CC(=O)OCC(=O)Nc3cccc(S(N)(=O)=O)c3)coc2c1,.,-0.6,-10.2,-1.2,-0.5,-7.0,1.0
O=S(=O)(c1ccccc1)N1C[C@@H]2[C@H](c3ccccc31)[C@@H](CO)N2Cc1ccc2c(c1)OCO2,5.0,-1.9,40.0[16.7 µM],-6.3,-13.5,-2.2,0.1
CCOc1cc(/C=N/NC(=O)NN(C)c2ncc(C(F)(F)F)cc2Cl)ccc1O,-2.5,8.1,2.7,2.4,2.8,8.1,-1.8
CCCN1C(=O)C(=O)c2cc(Cl)ccc21,3.5,-4.4,1.6,-4.7,18.3,-10.4,-2.8
CCOc1ccccc1OC(C)C(=O)Nc1ccc(S(=O)(=O)N2CCCC2)cc1 (stereo not drawn),0.3,-4.4,.,4.2,-4.1,-1.8,-2.3
